Screens: PubChem BioAssay, Sanford-Burnham Center for Chemical Genomics
NR3A LBD binder: modulators (binders) of human NR3A ligand-binding domain. Tm shift relative to glycine control, % at 25 µM. NR3A LBD differential scanning fluorimetry, Tm shift; 0% = protein alone, 100% = glycine-bound protein. AID 1259313. hit rate 2.5% among 340,000;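 active = melting temperature shift of at least 10% of the positive control shift, at one fixed dose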
A3G deaminase: blocks human APOBEC3G single-stranded DNA deamination; Q9HC16; recombinant A3G, ssDNA deamination FAM/TAMRA fluorescence; inhibition, % at 20 µM; hit rate 0.28% among 330,000; AID 493012;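 active = inhibition of at least 40% at 20 µM, with no more than 30% in the related APOBEC3A deaminase screen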;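 also: plate controls were DMSO wells with A3G for no effect and wells lacking A3G enzyme for full effect; some compounds called inactive have numbers as strong as hits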
Target sequence (Q9HC16 whole entry, looked up): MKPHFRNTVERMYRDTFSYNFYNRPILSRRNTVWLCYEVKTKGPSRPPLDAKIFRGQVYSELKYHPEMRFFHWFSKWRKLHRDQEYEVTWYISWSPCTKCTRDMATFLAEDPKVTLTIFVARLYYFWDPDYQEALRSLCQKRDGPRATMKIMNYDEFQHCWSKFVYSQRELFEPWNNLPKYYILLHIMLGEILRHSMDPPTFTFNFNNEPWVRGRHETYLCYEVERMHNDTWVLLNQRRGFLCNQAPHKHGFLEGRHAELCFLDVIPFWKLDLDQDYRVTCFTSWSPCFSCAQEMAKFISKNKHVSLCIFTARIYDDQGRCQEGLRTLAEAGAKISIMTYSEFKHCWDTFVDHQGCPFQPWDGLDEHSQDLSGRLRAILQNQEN
hIAP inh: blocks human intestinal alkaline phosphatase; P09923; AID 2544; hit rate 0.12% among 330,000; purified IAP, CDP-Star luminescence, 30 min; inhibition, % at 10 µM;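 active = inhibition reaching a set limit with compound at 10 µM in the primary screen, cut at about 35% in these data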;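 also: plate controls were DMSO wells with enzyme for no effect and no-enzyme buffer wells for full effect; values of inactives mirror those of a sister screen read the other way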
Target sequence (P09923 whole entry, looked up): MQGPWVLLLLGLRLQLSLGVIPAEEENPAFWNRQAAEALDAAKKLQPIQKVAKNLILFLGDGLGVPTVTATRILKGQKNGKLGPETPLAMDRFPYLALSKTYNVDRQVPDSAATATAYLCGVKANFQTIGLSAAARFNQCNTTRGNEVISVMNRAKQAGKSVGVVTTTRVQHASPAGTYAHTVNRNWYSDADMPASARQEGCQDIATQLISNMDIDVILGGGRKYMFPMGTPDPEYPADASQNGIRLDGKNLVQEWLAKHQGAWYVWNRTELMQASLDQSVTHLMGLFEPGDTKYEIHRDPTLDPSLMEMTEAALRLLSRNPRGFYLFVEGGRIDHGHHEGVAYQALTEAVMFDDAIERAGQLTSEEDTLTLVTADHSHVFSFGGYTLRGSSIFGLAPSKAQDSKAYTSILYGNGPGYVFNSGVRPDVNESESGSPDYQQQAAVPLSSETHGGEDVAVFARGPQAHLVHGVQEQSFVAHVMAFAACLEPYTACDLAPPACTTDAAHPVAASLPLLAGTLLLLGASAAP
MPTP inh: inhibitors of mitochondrial permeability transition pore. isolated mouse mitochondria, Ca2+ swelling absorbance, 30 min. inhibition, % at 10 µM. hit rate 1.4% among 360,000. AID 602449;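 active = inhibition of 50% or more, scaled per plate between neutral and stimulator controls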;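 also: 0% = DMSO wells given calcium and 100% = 1 mM EGTA wells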
mIAP act: increases mouse intestinal alkaline phosphatase activity; muIAP, CDP-Star luminescence, 30 min; active compounds read high; 1 = vehicle-only enzyme signal, 0 = enzyme-free wells; activation factor at 10 µM; hit rate 0.24% among 330,000;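 active = activation factor of at least 2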; also: the source names both 10 and 20 µM as test concentration; values of inactives mirror those of a sister screen read the other way
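Assay system: mouse IAP enzyme; reagent: chemiluminescent substrate CDP-Star; dosing: test compounds delivered from DMSO solution; schedule: 30 min at room temperature; measured by: luminescence from enzymatic CDP-Star hydrolysis; controls: DMSO-only wells and no-enzyme negative control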
APOBEC3A inh: inhibitors of human APOBEC3A DNA deaminase; hit rate 0.41% among 330,000; P31941; recombinant A3A, FAM/TAMRA ssDNA deamination fluorescence; inhibition, % at 20 µM;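 active = at least 40% inhibition at 20 µM here, with at most 30% in a related deaminase screen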;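 also: plate controls were A3A with DMSO for no effect and wells lacking A3A enzyme for full effect; some results filed as inactive read as strong as hits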
mIAP block: blocks mouse intestinal alkaline phosphatase; AID 2806; inhibition, % at 10 µM; purified mouse IAP, CDP-Star luminescence, 30 min; hit rate 0.2% among 330,000;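 active = inhibition of at least 40% at 10 µM in the primary screen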;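 also: plate controls were DMSO with enzyme for no effect and no enzyme wells for full effect; values of inactives mirror those of a sister screen read the other way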
beta cell repl: inducers of beta-cell replication in MIN6 cells | MIN6 cells proliferation, ATPlite luminescence, 48 h; cells starved in 0.2% serum; 100% = growth in 10% serum | proliferation, % at 10 µM | hit rate 0.29% among 330,000;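 active = compounds whose signal lies at least 3.5 SD above the mean of all wells on their plate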;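 also: 0% = DMSO-treated cells in low-serum medium and 100% = 10% serum control; some compounds called inactive have numbers as strong as hits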
hIAP act: increases human intestinal alkaline phosphatase activity; hit rate 0.16% among 330,000; activation factor at 10 µM; P09923; AID 2524; purified human IAP, CDP-Star luminescence, 30 min; active compounds read high; 1 = vehicle-only enzyme, 0 = enzyme-free background;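 active = activation factor of the enzyme at least 2-fold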; also: the source names both 10 and 20 µM as test concentration; values of inactives mirror those of a sister screen read the other way
* hit, by the source's call.

`COc1ccc(NC(=O)c2cccnc2N2CCCC2)cc1` gave NR3A LBD binder -2, A3G deaminase -2, hIAP inh 1, MPTP inh -1.5, mIAP act 1.1, APOBEC3A inh 4, mIAP block -6, beta cell repl 0 and hIAP act 0.99.
`O=C(N/N=C/c1ccc(Cl)cc1Cl)c1ccc2nc[nH]c2c1` gave NR3A LBD binder 2, A3G deaminase -4, hIAP inh -53, MPTP inh 0.9, mIAP act 0.87, APOBEC3A inh -4, mIAP block 13, beta cell repl -2 and hIAP act 1.5.
For CCOc1ncccc1C(=O)OCC(=O)Nc1ccc(C)c(S(=O)(=O)N2CCOCC2)c1 the results were NR3A LBD binder 0, A3G deaminase -1, hIAP inh -4, MPTP inh 1.1, mIAP act 0.97, APOBEC3A inh 1, mIAP block 2, beta cell repl -1 and hIAP act 1.
For COc1ccc(NS(=O)(=O)c2cccc(C(=O)NNC(=O)c3ccc(C)o3)c2)cc1 the results were NR3A LBD binder 0, A3G deaminase -7, hIAP inh 4, MPTP inh 0.4, mIAP act 0.88, APOBEC3A inh -4, mIAP block 12, beta cell repl 0 and hIAP act 0.96.
CC(NC(=O)C1CCN(C(=O)[C@@H]2Cc3ccccc3CN2)CC1)c1ccccc1 (some centres undefined) was read as NR3A LBD binder 0, A3G deaminase -4, hIAP inh -47, MPTP inh 0.1, mIAP act 1, APOBEC3A inh -3, mIAP block -5, beta cell repl -1 and hIAP act 1.5.
`Cc1ccc(Nc2ncccc2C(N)=O)cc1` gave NR3A LBD binder 3, A3G deaminase -3, hIAP inh -11, MPTP inh 0.0, mIAP act 1.1, APOBEC3A inh 6, mIAP block -8, beta cell repl 1 and hIAP act 1.1.
Screening COc1ccc(-n2ncc(C(=O)NC3CC3)c2C2CCN(C(=O)OC(C)(C)C)CC2)cc1 returned NR3A LBD binder 0, A3G deaminase -8, hIAP inh -2, MPTP inh -0.8, mIAP act 0.95, APOBEC3A inh -4, mIAP block 5, beta cell repl 4 and hIAP act 1.
Screening Cn1c(CCC(=O)Nc2ccc(F)cc2)nc2cc(S(=O)(=O)N3CCOCC3)ccc21 returned NR3A LBD binder 1, A3G deaminase -3, hIAP inh -13, MPTP inh -0.6, mIAP act 0.95, APOBEC3A inh 2, mIAP block 5, beta cell repl -3 and hIAP act 1.1.
For CC(OC(=O)CCC(=O)c1cccs1)C(=O)Nc1ccc(Cl)cn1 (centres undefined) the results were NR3A LBD binder -2, A3G deaminase -1, hIAP inh 2, MPTP inh 1.7, mIAP act 0.94, APOBEC3A inh 0, mIAP block 6, beta cell repl -1 and hIAP act 0.98.
`COCCN(C(=O)COC(=O)CCc1ccccc1OC)c1c(N)n(Cc2ccccc2)c(=O)[nH]c1=O` gave NR3A LBD binder -1, A3G deaminase 5, hIAP inh -8, MPTP inh 1.9, mIAP act 1, APOBEC3A inh 29, mIAP block -2, beta cell repl -2 and hIAP act 1.1.

Among those listed so far, these contain a halogen:
`O=C(N/N=C/c1ccc(Cl)cc1Cl)c1ccc2nc[nH]c2c1` gave NR3A LBD binder 2, A3G deaminase -4, hIAP inh -53, MPTP inh 0.9, mIAP act 0.87, APOBEC3A inh -4, mIAP block 13, beta cell repl -2 and hIAP act 1.5.
Screening Cn1c(CCC(=O)Nc2ccc(F)cc2)nc2cc(S(=O)(=O)N3CCOCC3)ccc21 returned NR3A LBD binder 1, A3G deaminase -3, hIAP inh -13, MPTP inh -0.6, mIAP act 0.95, APOBEC3A inh 2, mIAP block 5, beta cell repl -3 and hIAP act 1.1.
For CC(OC(=O)CCC(=O)c1cccs1)C(=O)Nc1ccc(Cl)cn1 (centres undefined) the results were NR3A LBD binder -2, A3G deaminase -1, hIAP inh 2, MPTP inh 1.7, mIAP act 0.94, APOBEC3A inh 0, mIAP block 6, beta cell repl -1 and hIAP act 0.98.

The list continues.
For Cc1nonc1OCC(C)(COc1nonc1C)NC(=O)c1ccccc1 the results were NR3A LBD binder -1, A3G deaminase -10, hIAP inh -64, MPTP inh -0.5, mIAP act 1, APOBEC3A inh -1, mIAP block -3, beta cell repl -2 and hIAP act 1.6.
For O=C(COC(=O)CNC(=O)c1ccc(Cl)cc1)Nc1ncc(C(F)(F)F)cc1Cl the results were NR3A LBD binder 0, A3G deaminase -3, hIAP inh 3, MPTP inh -1.9, mIAP act 1, APOBEC3A inh 0, mIAP block 0, beta cell repl 0 and hIAP act 0.97.
For COc1ccccc1NC(=O)COc1cccc2c1CCNC2=O the results were NR3A LBD binder 1, A3G deaminase -4, hIAP inh 10, MPTP inh -2.3, mIAP act 0.98, APOBEC3A inh -3, mIAP block 2, beta cell repl 4 and hIAP act 0.9.
For O=C(Nn1cnnc1)c1ccc(F)cc1 the results were NR3A LBD binder 1, A3G deaminase -3, hIAP inh 1, MPTP inh 3.1, mIAP act 1, APOBEC3A inh -2, mIAP block -2, beta cell repl -2 and hIAP act 0.99.
For CCn1nc(C(C)C(=O)O)c2ccccc2c1=O (centres undefined) the results were NR3A LBD binder 1, A3G deaminase -7, hIAP inh -1, MPTP inh -4.3, mIAP act 1.1, APOBEC3A inh -1, mIAP block -8, beta cell repl -2 and hIAP act 1.
`COc1cc(CNCc2ccccn2)ccc1OCC(N)=O` gave NR3A LBD binder 0, A3G deaminase -4, hIAP inh -2, MPTP inh -0.6, mIAP act 1.1, APOBEC3A inh -6, mIAP block -10, beta cell repl 1 and hIAP act 1.
Cc1cn(CCOc2ccc(Cl)cc2)c(=O)[nH]c1=O was read as NR3A LBD binder 3, A3G deaminase -10, hIAP inh 9, MPTP inh 0.1, mIAP act 1.1, APOBEC3A inh -4, mIAP block -9, beta cell repl 2 and hIAP act 0.91.
`CCOC(=O)c1sc(Nc2ccccc2Cl)nc1C` gave NR3A LBD binder 3, A3G deaminase -8, hIAP inh -17, MPTP inh 2.7, mIAP act 1.1, APOBEC3A inh -5, mIAP block -6, beta cell repl 0 and hIAP act 1.2.
Screening Cc1cc(C)c(S(=O)(=O)N2CCOC2CNC(=O)C(=O)NCCCN2CCOCC2)c(C)c1 (centres undefined) returned NR3A LBD binder 0, A3G deaminase -2, hIAP inh -15, MPTP inh 0.0, mIAP act 0.93, APOBEC3A inh -1, mIAP block 7, beta cell repl -1 and hIAP act 1.2.
`CCc1ccc(CN2C(=O)c3ccccc3C2C(=O)NCC2CCCO2)cc1` (centres undefined) gave NR3A LBD binder -3, A3G deaminase -6, hIAP inh 8, MPTP inh 0.6, mIAP act 1, APOBEC3A inh -1, mIAP block -1, beta cell repl -2 and hIAP act 0.92.
O=S(=O)(Nc1ccc(-c2ccc3nncn3n2)cc1)c1cccc(F)c1 was read as NR3A LBD binder 3, A3G deaminase -13, hIAP inh 10, MPTP inh -1.0, mIAP act 0.99, APOBEC3A inh -3, mIAP block 1, beta cell repl -4 and hIAP act 0.9.
For O=C(c1ccc(F)cc1)N1CCN(C2CC3CCC2C3)CC1 (centres undefined) the results were NR3A LBD binder 1, A3G deaminase 1, hIAP inh 11, MPTP inh -0.1, mIAP act 1, APOBEC3A inh 1, mIAP block -1, beta cell repl -3 and hIAP act 0.89.
For CCc1ccc(S(=O)(=O)NCc2cn3c(C)csc3n2)s1 the results were NR3A LBD binder -5, A3G deaminase -8, hIAP inh 8, MPTP inh 0.0, mIAP act 0.96, APOBEC3A inh -5, mIAP block 4, beta cell repl -2 and hIAP act 0.92.
Cc1cc(=O)[nH]c(SCC(=O)Nc2ccc(S(N)(=O)=O)cc2)n1 was read as NR3A LBD binder 1, A3G deaminase 6, hIAP inh 5, MPTP inh -2.2, mIAP act 0.88, APOBEC3A inh 13, mIAP block 12, beta cell repl 0 and hIAP act 0.95.
`O=C(NCc1ccco1)C(c1ccco1)N(C(=O)Cn1nnc2ccccc21)c1ccc2c(c1)CCC2` (centres undefined) gave NR3A LBD binder 1, A3G deaminase -4, hIAP inh 9, MPTP inh -4.9, mIAP act 0.96, APOBEC3A inh 5, mIAP block 4, beta cell repl -4 and hIAP act 0.91.
`Cc1ccc(C(=O)NNC(=O)/C=C\C(=O)O)cc1` gave NR3A LBD binder 1, A3G deaminase -3, hIAP inh -9, MPTP inh -0.8, mIAP act 0.94, APOBEC3A inh 5, mIAP block 6, beta cell repl -1 and hIAP act 1.1.
Screening CC(NC(=O)C1CCC1)c1ccccc1 (centres undefined) returned NR3A LBD binder -1, A3G deaminase -1, hIAP inh -1, MPTP inh -0.6, mIAP act 1.1, APOBEC3A inh -1, mIAP block -10, beta cell repl -1 and hIAP act 1.
`COCCN(C(=O)CN1CCc2ccccc2C1)c1c(N)n(Cc2ccccc2)c(=O)[nH]c1=O` gave NR3A LBD binder -1, A3G deaminase -4, hIAP inh 6, MPTP inh -1.4, mIAP act 1.1, APOBEC3A inh -2, mIAP block -5, beta cell repl -1 and hIAP act 0.94.
Screening CCCCn1c(N)c(N(CCOC)C(=O)c2cccc(OCc3ccccc3)c2)c(=O)[nH]c1=O returned NR3A LBD binder 2, A3G deaminase -10, hIAP inh 0, MPTP inh -0.2, mIAP act 0.94, APOBEC3A inh -3, mIAP block 6, beta cell repl 3 and hIAP act 1.
For CC1CCCC(NC(=O)CSc2nnnn2C)C1C (centres undefined) the results were NR3A LBD binder -1, A3G deaminase -3, hIAP inh 18, MPTP inh 0.1, mIAP act 0.95, APOBEC3A inh 0, mIAP block 5, beta cell repl -2 and hIAP act 0.81.
`CCSc1nnc(NC(=O)CSc2ncccn2)s1` gave NR3A LBD binder 2, A3G deaminase 0, hIAP inh -7, MPTP inh -1.7, mIAP act 1, APOBEC3A inh 0, mIAP block -4, beta cell repl 0 and hIAP act 1.1.
`CC(C)C[C@@H](NC(=O)C1CCC(CNC(=O)[C@H](Cc2ccccc2)NC(=O)OC(C)(C)C)CC1)C(=O)O` (some centres undefined) gave NR3A LBD binder 1, A3G deaminase -6, hIAP inh -14, MPTP inh 0.1, mIAP act 1, APOBEC3A inh 4, mIAP block -1, beta cell repl 0 and hIAP act 1.1.
For Cc1cc(C)c(S(=O)(=O)N2CCOC2CNC(=O)C(=O)NCCCN2CCCC2=O)c(C)c1 (centres undefined) the results were NR3A LBD binder -1, A3G deaminase 1, hIAP inh 8, MPTP inh -1.5, mIAP act 1, APOBEC3A inh 2, mIAP block -4, beta cell repl -1 and hIAP act 0.92.
Screening CCN(CC)CCNC(=O)c1ccc(NC(=O)CC(NC(=O)c2ccccc2Cl)c2ccccc2)cc1 (centres undefined) returned NR3A LBD binder 1, A3G deaminase -7, hIAP inh -16, MPTP inh 0.0, mIAP act 1.2, APOBEC3A inh -3, mIAP block -22, beta cell repl -2 and hIAP act 1.2.
Screening CCCCCc1ccc(-c2ccc(C(=O)O)cc2)nc1 returned NR3A LBD binder 2, A3G deaminase -10, hIAP inh 8, MPTP inh 3.8, mIAP act 1, APOBEC3A inh -2, mIAP block 0, beta cell repl -4 and hIAP act 0.92.
Screening COc1ccc(Cl)cc1NC(=O)CN(C)CC(=O)Nc1ccc(S(N)(=O)=O)cc1 returned NR3A LBD binder 2, A3G deaminase -9, hIAP inh -13, MPTP inh -2.4, mIAP act 1, APOBEC3A inh -5, mIAP block 0, beta cell repl -2 and hIAP act 1.1.
CCCCS(=O)(=O)Nc1ccc(C)cn1 was read as NR3A LBD binder 0, A3G deaminase -12, hIAP inh 8, MPTP inh -0.4, mIAP act 0.98, APOBEC3A inh -6, mIAP block 2, beta cell repl -1 and hIAP act 0.92.
